TIM10 inh – TIM10 yeast growth inhibition | S. cerevisiae TIM10 strain growth, BacTiter-Glo luminescence, 24 h | inhibition, % at 10 µM | 1.4% of 330,000 active;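 active = inhibition of 40% or more at the single tested concentration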;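 also: wild-type TIM10 isogenic control strain grown at permissive 25 °C; 0% = DMSO yeast wells and 100% = minimal medium wells without yeast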
APJ antagonist – antagonists of human APJ apelin receptor; P35414; CHO-K1 APJ beta-arrestin complementation, luminescence; inhibition, % at 20 µM; 0.32% of 330,000 active; AID 2521;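 active = inhibition above about 40% at 20 µM, limit read from the data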;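 also: cells challenged with 10 nM apelin-13 agonist together with compound; plate controls were apelin-13 plus DMSO wells for no effect and DMSO wells lacking apelin-13 for full effect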
Target sequence (P35414 whole entry, looked up): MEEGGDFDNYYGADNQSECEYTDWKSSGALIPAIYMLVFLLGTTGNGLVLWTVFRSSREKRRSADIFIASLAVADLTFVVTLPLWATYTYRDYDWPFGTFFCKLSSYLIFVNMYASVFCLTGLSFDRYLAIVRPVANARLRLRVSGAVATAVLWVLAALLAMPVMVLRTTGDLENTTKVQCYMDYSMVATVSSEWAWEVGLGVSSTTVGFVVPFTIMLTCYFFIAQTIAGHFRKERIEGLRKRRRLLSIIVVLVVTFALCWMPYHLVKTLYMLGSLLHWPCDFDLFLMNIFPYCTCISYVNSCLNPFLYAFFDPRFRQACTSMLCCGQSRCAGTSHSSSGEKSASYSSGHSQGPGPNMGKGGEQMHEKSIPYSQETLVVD
tim10-1 inh – tim10-1 yeast growth inhibition. S. cerevisiae tim10-1 ts strain growth, BacTiter-Glo, 24 h. inhibition, % at 20 µM. 2.2% of 330,000 active;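 active = inhibition of at least 40%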;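 also: mutant grown at 25 °C; 0% = DMSO wells with yeast and 100% = wells holding no yeast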
Mdm2-MdmX inh – inhibitors of human Mdm2/MdmX interaction. O15151+Q00987. SaOS-2 split-luciferase Mdm2/MdmX complementation, luminescence. inhibition, % at 8 µM. 3% of 330,000 active;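 active = inhibition of at least 50% at 8 µM in the primary screen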
CXCR6 block – blocks human CXCR6 beta-arrestin recruitment; O00574; CHO-K1 PathHunter CXCR6 beta-arrestin, luminescence; inhibition, % at 20 µM; 0.36% of 360,000 active; in the data active = inhibition above about 34%, passing the limit was not always enough;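 also: antagonist mode with CXCL16 agonist at 10 nM final; 0% = 10 nM CXCL16 with DMSO and 100% = unstimulated wells without agonist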
Target sequence (O00574 whole entry, looked up): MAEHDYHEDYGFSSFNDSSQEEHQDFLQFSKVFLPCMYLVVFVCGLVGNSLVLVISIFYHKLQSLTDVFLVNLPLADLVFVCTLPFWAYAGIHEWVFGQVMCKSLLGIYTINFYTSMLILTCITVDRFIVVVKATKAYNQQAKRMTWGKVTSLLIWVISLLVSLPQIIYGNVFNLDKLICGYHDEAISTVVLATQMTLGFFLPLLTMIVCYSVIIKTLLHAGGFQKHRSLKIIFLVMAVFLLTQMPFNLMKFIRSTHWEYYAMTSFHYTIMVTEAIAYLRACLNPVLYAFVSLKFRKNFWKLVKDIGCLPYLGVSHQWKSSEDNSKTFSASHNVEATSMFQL
tim23-1 inh – inhibits growth of tim23-1 mutant yeast. 1.3% of 330,000 active. inhibition, % at 20 µM. S. cerevisiae tim23-1 growth, BacTiter-Glo luminescence, 24 h;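 active = growth inhibition of the mutant yeast at or above 50%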;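 also: temperature-sensitive mutant grown at 25 °C; plate controls were DMSO-treated mutant yeast for no effect and medium wells lacking yeast for full effect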
UPR CHOP act – activators of apoptotic arm of unfolded protein response (CHOP); CHO-CHOP luciferase reporter, UPR activation, luminescence; percent of tunicamycin response over DMSO baseline; activation, % at 10 µM; 0.34% of 330,000 active;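 active = at 10 µM dose, activation of 40% or more, normalized to positive control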;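 also: 100% = tunicamycin at 10 µg/mL and 0% = DMSO alone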
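Evaluation: % reporter activation, DMSO baseline versus tunicamycin full activation; System: CHO-CHOP luciferase reporter cell line; Input: 500 cells/well; Incubation: 6 h compound treatment, 37 °C; Measured by: Steady-Glo luciferase luminescence; Dosing: one dose, 10 µM in 0.5% DMSO; Buffer or medium: F12 medium, 10% FBS; Benchmarks: positive tunicamycin 10 µg/mL, negative DMSO alone.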
XBP1 UPR activ – activators of adaptive arm of unfolded protein response (XBP1); activation, % at 20 µM; CHO-XBP1 luciferase reporter, IRE1-XBP1 UPR activation, luminescence; percent of tunicamycin response, DMSO as zero; 0.33% of 330,000 active; AID 463104;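 active = versus positive control, 20 µM dose yields 30% or more activation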;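 also: 100% = tunicamycin at 10 µg/mL and 0% = DMSO only wells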
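Material: CHO cell line with stable XBP1 luciferase reporter; buffer or medium: F12 medium containing 10% fetal bovine serum; compound: single point, 20 µM final compound, 1% DMSO; incubation: 6 h treatment, 37 °C; measured by: glow luminescence from Steady-Glo reagent; evaluation: activation, % of tunicamycin; control set: tunicamycin high, DMSO low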
APJ agonist – activates the human apelin receptor APJ; AID 2520; 0.11% of 330,000 active; P35414; CHO-K1 APJ PathHunter beta-arrestin, luminescence; 0% DMSO wells, 100% apelin; activation, % at 20 µM;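 active = activation more than six SD over the plate average, tested at 20 µM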;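 also: 0% = DMSO alone and 100% = apelin-13 at 10 nM; some results filed as inactive read as strong as hits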
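Assay system: CHO-K1 cells stably expressing ProLink-tagged human APJ and arrestin–beta-gal acceptor. Compound dosing: 20 µM single point, 1% DMSO. Times: 16-18 h seeding, 90 min dark compound exposure, 60 min detection. Detection: beta-gal luminescence. Evaluation: APJ–arrestin association signal. Controls: negative DMSO alone, positive Apelin-13 at 10 nM.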
The depositor's hits bear a star. Only part of the results is shown; the hit share may differ from the screen's.

Below each SMILES: TIM10 inh, APJ antagonist, tim10-1 inh, Mdm2-MdmX inh, CXCR6 block, tim23-1 inh, UPR CHOP act, XBP1 UPR activ, APJ agonist
1. CCOC(=O)COc1ccccc1/C=C1/NC(=O)NC1=O
→ -17, 1, 5, 23, 4, 9, -0.4, -3, -1
2. O=C(Nc1ccccc1Cl)Oc1ccc(Cl)cc1Cl
→ -1, 12, 5, 20, -4, 10, -1.4, 1, -3
3. Cc1ccc(S(=O)(=O)N2CCCC(C)C2)cc1 (stereo not given)
→ -2, 1, 3, -7, -6, 19, 1.1, -2, -1
4. COc1ccc(N2CCN(CCC(=O)c3ccc4ccccc4c3)CC2)cc1
→ 25, 8, 39, 5, -5, 69*, 3.1, 3, -9
5. COC(=O)[C@H](CCSC)NC(=O)NC1CCN(Cc2ccccc2)CC1
→ -6, 4, 10, -9, 3, 7, -1.1, -4, -2
6. O=c1cnnc(Nc2ccc(Nc3ccccc3)cc2)[nH]1
→ -5, -3, -12, 9, 7, 11, 0.2, -1, 2
7. COc1cccc(NC(=O)CC2C(=O)NCCN2C(=S)Nc2ccc(F)cc2)c1 (stereo not given)
→ -1, -11, 1, 15, 1, 0, -0.9, -2, -5
8. Cc1ccc(CSc2nnc(CCCCCNC(=O)OC(C)(C)C)o2)cc1
→ 22, 15, 22, 21, -3, 29, 1.7, -3, -4
9. COc1cc(-c2cc(C(=O)Nc3c(Cl)cc(Cl)cc3Cl)c3ccccc3n2)cc(OC)c1OC
→ 19, -15, 16, 5, -3, -35, 2.9, -1, 0
10. Cc1cc2cc(C#N)c(NCCNC(=S)NCCCN3CCOCC3)nc2cc1C
→ 11, -10, 13, 6, 4, 15, 0.0, 2, 0
11. CCCCSc1nnc(-c2ccccc2NC(C)=O)c(=O)[nH]1
→ -16, 2, -31, 21, 5, 2, -0.9, 4, -3
12. COCCCNC(=O)c1ccc2c(=O)n(Cc3ccccc3OC)c(=S)[nH]c2c1
→ -13, 1, -7, 14, 2, 1, 0.9, -4, -3
13. C=CCc1cc(OC)ccc1OCCCCn1cncn1
→ -10, 13, -3, 10, -7, 13, 2.6, -2, 1
14. NC(=O)c1ccccc1NC(=O)Nc1ccc(F)c(Cl)c1
→ 12, 8, 7, -7, -9, 2, 5.2, -2, -3
15. Cc1ccc(N2C(=O)C3C4C=CC(CNC(=S)N5CCN(c6cccc(C)c6)C(C)C5)(O4)C3C2=O)cc1 (stereo not given)
→ 10, 4, 0, 35, -14, 8, 12, 13, -5
16. COc1ccc(NC(=O)C2CCC(=O)N2S(=O)(=O)c2ccc(C)cc2)c(OC)c1 (stereo not given)
→ 5, -16, 5, -2, -1, 14, 0.9, 1, 6
17. CCOC(=O)c1ccccc1NC(=O)CN(c1ccccc1OCC)S(C)(=O)=O
→ 11, 7, 14, -9, 1, 11, 0.7, 0, -3
18. O=C(/C=C/c1ccco1)NC(=S)Nc1cccc(-c2nc3ccccc3s2)c1
→ 23, 6, 17, 31, 4, 2, 0.9, 3, -1
19. Cc1nc(SCC(=O)O)c(C#N)c(-c2ccco2)c1C(=O)N(C)C
→ 1, -22, 1, -8, 9, 2, -1.2, 1, 0
20. CCOC(=O)c1ccc(NC(=O)c2nc[nH]c2C(=O)N[C@@H](Cc2ccccc2)C(=O)OC(C)(C)C)cc1
→ 12, -3, 1, 62*, -6, 25, 2.4, 19, 6
21. Cc1cc(CN(C)C(=O)CCc2nnc(Cc3cccc(C(F)(F)F)c3)o2)on1
→ 5, -15, 5, -29, -2, 3, 5.6, 5, -5
22. CCc1ccccc1NC(=O)CCc1nc(-c2ccc(C)cc2)no1
→ -10, 6, 2, 45, -8, 7, -0.8, -3, -2
23. CC1CCCN(S(=O)(=O)c2cc3c4c(c2)CCN4C(=O)CC3)C1 (stereo not given)
→ 2, 19, 9, -4, -10, -1, 1.6, 1, -3
24. Fc1ccc(COc2ccccc2-c2ccnc3ncnn23)cc1
→ -13, 7, -16, 10, 1, -10, 4.7, -3, -3
25. Cc1ccc(C)c(S(=O)(=O)N2CCN(Cc3cc4c(cc3O)OCO4)CC2)c1
→ 7, 13, 14, -3, -8, 21, -1.1, 1, -4
26. O=C(CSc1nnc(NC(=O)c2ccc3c(c2)OCO3)s1)NCc1ccco1
→ -32, 25, 13, -13, 2, -6, -4.2, -5, -2
27. O=C1NC(c2cccc(Cl)c2)Oc2ccccc21 (stereo not given)
→ 1, 6, 18, -2, -1, 33, 0.4, -3, -3
28. O=C(NC1CCCCC1)c1ccc(NS(=O)(=O)c2cccc3cccnc23)cc1
→ 0, -6, 7, 6, -2, 8, -1.5, -2, -1
29. CCOc1ncccc1C(=O)Nc1ccccc1F
→ -7, 15, -2, -22, -4, 7, 1.7, 2, -4
30. COc1ccc(CNCc2ccc3ccccc3c2)c(OC)c1
→ 4, 9, 8, 32, -4, 19, 0.7, -4, -3
31. O=C(N/N=C/c1cccc(NC(=O)c2ccc(Cl)cc2)c1)c1ccc(O)cc1
→ 8, -9, 1, -27, 4, -16, 4.2, 2, -1
32. Cc1ccccc1OCCSc1nnc(-c2ccncc2)n1C
→ -8, 6, 20, 9, -6, 4, -1.0, -1, -1
33. Clc1ccc(-c2ccc(C=Nc3ccc(N4CCOCC4)cc3)o2)cc1
→ 17, -18, -5, -10, -6, 23, 0.2, 3, 0
34. O=C(Nc1cccc(-c2nc3ccccc3[nH]2)c1)c1ccc(C(=O)Nc2cccc(-c3nc4ccccc4[nH]3)c2)cc1
→ -48, -2, -60, -4, -2, -42, 4.6, 4, -3
35. CCOc1ncccc1C(=O)N(CC)CC(=O)NCc1ccc(F)cc1
→ 0, 3, 9, -4, -2, 12, -0.2, 2, 2
36. CNC(=O)CSc1nnc(COc2ccc([N+](=O)[O-])cc2)n1C
→ -2, -14, -12, 12, -1, 10, -0.5, -2, -1
37. O=C(COC(=O)c1ccco1)c1ccc(S(=O)(=O)N2CCCCC2)cc1
→ 17, 57*, 11, 3, 30, 6, 1.0, -2, -28
38. CC(C)(C)OC(=O)C[C@H]1C/C=C\C[C@@H](CC(=O)NCCO)C(=O)N[C@H](C(C)(C)C)COC1=O
→ -3, -4, -35, 14, -8, -17, -1.5, 0, -3
39. O=C(COC(=O)C12CC3CC(CC(C3)C1)C2)Nc1ccccc1F
→ 38, 6, 27, -13, 0, 34, 18, 1, 1
40. CC(C)(C)OC(=O)N1CCN(CCNC(=O)c2ccccc2)CC1
→ 1, -1, 6, 3, -5, 5, -0.5, -3, -4

Sorted by molar mass (smallest number first): some entries from above.
Below each SMILES: TIM10 inh, APJ antagonist, tim10-1 inh, Mdm2-MdmX inh, CXCR6 block, tim23-1 inh, UPR CHOP act, XBP1 UPR activ, APJ agonist
23. CC1CCCN(S(=O)(=O)c2cc3c4c(c2)CCN4C(=O)CC3)C1 (stereo not given)
→ 2, 19, 9, -4, -10, -1, 1.6, 1, -3
36. CNC(=O)CSc1nnc(COc2ccc([N+](=O)[O-])cc2)n1C
→ -2, -14, -12, 12, -1, 10, -0.5, -2, -1
35. CCOc1ncccc1C(=O)N(CC)CC(=O)NCc1ccc(F)cc1
→ 0, 3, 9, -4, -2, 12, -0.2, 2, 2
37. O=C(COC(=O)c1ccco1)c1ccc(S(=O)(=O)N2CCCCC2)cc1
→ 17, 57*, 11, 3, 30, 6, 1.0, -2, -28
31. O=C(N/N=C/c1cccc(NC(=O)c2ccc(Cl)cc2)c1)c1ccc(O)cc1
→ 8, -9, 1, -27, 4, -16, 4.2, 2, -1
21. Cc1cc(CN(C)C(=O)CCc2nnc(Cc3cccc(C(F)(F)F)c3)o2)on1
→ 5, -15, 5, -29, -2, 3, 5.6, 5, -5
28. O=C(NC1CCCCC1)c1ccc(NS(=O)(=O)c2cccc3cccnc23)cc1
→ 0, -6, 7, 6, -2, 8, -1.5, -2, -1
26. O=C(CSc1nnc(NC(=O)c2ccc3c(c2)OCO3)s1)NCc1ccco1
→ -32, 25, 13, -13, 2, -6, -4.2, -5, -2

Continued:
Below each SMILES: TIM10 inh, APJ antagonist, tim10-1 inh, Mdm2-MdmX inh, CXCR6 block, tim23-1 inh, UPR CHOP act, XBP1 UPR activ, APJ agonist
41. CC(=O)OCC1OC(n2cc(F)c(=O)[nH]c2=O)C(OC(C)=O)C1OC(C)=O (stereo not given)
→ 10, 6, 3, 40, -5, 8, 0.5, 3, -4
42. O=C(NNS(=O)(=O)c1ccccc1[N+](=O)[O-])c1ccncc1
→ -4, -13, 12, 15, -7, 11, -2.4, -3, -4
43. CCCCC(c1nnnn1CS(=O)(=O)c1ccc(C)cc1)N1CCN(C)CC1 (stereo not given)
→ -16, 2, 10, -16, 5, 13, -3.0, 1, 0
44. COc1cccc(N2C(=O)c3ccncc3C2=O)c1
→ -18, 16, 15, 1, -1, -8, -1.0, -1, -7
45. O=C(NCCn1cccn1)c1ccc(OC2CCN(CCc3ccccc3)CC2)cc1
→ -15, -11, -11, 11, -4, 0, 1.8, 1, 0
46. Cc1ccc(C(=O)CNc2ccc(Cl)cc2)cc1
→ 7, 102*, 14, 10, 53*, -3, 4.8, 3, -6
47. O=C(c1ccc(F)cc1)N1CCC(C(=O)N2CCN(S(=O)(=O)c3cccc(F)c3)CC2)CC1
→ -4, 22, 3, 32, -11, 15, -1.2, 0, 3
48. COc1ccc(C2CC(c3ccccc3O)=NN2c2ccccc2)cc1 (stereo not given)
→ 9, 0, 8, 2, 14, 2, -1.2, -2, -4
49. Cc1ccc(Nc2cc(C)c3ccc(O)cc3n2)cc1C
→ 11, -16, -16, -2, -18, 82*, 2.2, 3, -2
50. Cc1nnc(SCC(=O)NC2CCCCC2)n1N
→ -4, -1, -7, -14, -8, -2, -0.7, 1, -1
51. CN(C)c1cccc(N(C)C)c1CNC(=O)NC(=O)c1c(F)cccc1F
→ 15, 6, 30, 26, -6, 44, 3.7, -2, 1
52. O=c1c2ccc(Cl)cc2[nH]c(=S)n1CCC1=CCCCC1
→ 12, 7, 11, -5, 2, 11, 2.7, 1, -1

Screens: PubChem BioAssay, Sanford-Burnham Center for Chemical Genomics
